Source: PubChem
m-calpain inh – blocks pig calpain II enzyme activity. purified calpain II, fluorogenic peptide substrate, 30 min. inhibition, % at 16 µM. actives 0.37% (n = 220,000). AID 1236;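 active = inhibition above about 50%, limit read from the data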
EP2 antag – inhibitors of human EP2 prostaglandin E2 receptor | P43116 | C6 glioma cells expressing human EP2, cAMP TR-FRET; cells stimulated with saturating PGE2 | inhibition, % at 25 µM | actives 0.52% (n = 260,000);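 active = percent inhibition above 40 after rounding to a whole number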;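 also: rat C6 glioma host cells with rolipram phosphodiesterase inhibitor present; the protocol text gives 20 µM as final concentration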
EP2 modulator – modulators of human EP2 prostaglandin E2 receptor. P43116. EP2-expressing cells, cAMP HTRF FRET, PGE2 co-stimulation. induction, % at 25 µM. actives 0.83% (n = 260,000). AID 940;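 active = compounds whose cAMP rise, as percent of the full-agonist control response, exceeds 60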;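 also: rat C6 glioma line stably carrying human EP2 under a CMV promoter; the protocol text gives 20 µM as final concentration; 100% = response of wells given 1 µM PGE2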
L929 necroptosis – L929 zVAD cell death inhibition | L929 zVAD necroptosis rescue, ATP luminescence, 24 h; with zVAD 60 µM | viability rescue, % at 10 µM | actives 0.38% (n = 220,000) | AID 1377;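 active = activation, scaled between plate controls, above about 75%, limit read from the data; inactive = activation under that limit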;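 also: 0% = zVAD with DMSO and 100% = DMSO alone without zVAD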
14-3-3 Bad inh – disrupts binding of bovine 14-3-3 zeta to phospho-Bad peptide | TR-FRET 14-3-3zeta/Dy647-pBad peptide displacement, 1 h | inhibition, % at 21.7 µM | actives 0.71% (n = 220,000) | AID 781;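 active = inhibition above about 70%, limit read from the data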;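 also: 0% = full 14-3-3 plus peptide FRET controls and 100% = background without 14-3-3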
Rad51 HR inh – Rad51 (human) homologous recombination inhibition; AID 1385; inhibition, % at 10 µM; actives 0.085% (n = 200,000); Q06609; hRad51 DNA strand exchange, fluorescence dequenching;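 active = inhibition above 40% at the single screening dose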;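 also: 0% = DMSO control wells and 100% = blanks with heterologous ssDNA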
Target sequence (Q06609 whole entry, looked up): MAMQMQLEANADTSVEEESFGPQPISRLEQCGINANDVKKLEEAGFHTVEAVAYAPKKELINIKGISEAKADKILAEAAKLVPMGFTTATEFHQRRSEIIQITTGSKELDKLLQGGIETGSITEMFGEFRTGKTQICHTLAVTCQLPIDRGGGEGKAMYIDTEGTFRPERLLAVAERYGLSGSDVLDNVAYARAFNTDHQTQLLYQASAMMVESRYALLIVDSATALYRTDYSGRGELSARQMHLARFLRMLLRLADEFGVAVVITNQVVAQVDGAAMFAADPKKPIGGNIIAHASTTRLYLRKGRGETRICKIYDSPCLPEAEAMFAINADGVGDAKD
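System: hRad51 filaments on single-stranded DNA; reagent: Fluorescein- and BHQ1-tagged 47-mer duplex; compound dosing: one concentration, 10 µM final; timing: filaments 15 min 37 °C, then compound 30 min; measured by: fluorescein emission 520 nm, excitation 485 nm; benchmarks: per-plate controls and blanks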
Tb hexokinase – blocks Trypanosoma brucei hexokinase 1 activity; recombinant TbHK1, G6PDH-coupled NADH A340; inhibition, % at 10 µM; actives 0.11% (n = 220,000);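 active = inhibition of 50% or more in the single-dose primary screen; inactive = inhibition below 50%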
eIF4E-4G inh – inhibitors of eIF4E and eIF4G interaction in translation initiation. actives 0.37% (n = 220,000). inhibition, % at 21.7 µM. AID 782. TR-FRET eIF4E-eIF4GI(517-606) binding, 2 h. P63073+Q04637;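 active = inhibition above about 30%, limit read from the data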;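 also: 0% = full FRET control wells and 100% = background wells lacking eIF4GI fragment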
Hck-Nef inh – inhibitors of human Hck kinase activated by Nef; P08631; Recombinant Hck-YEEI plus Nef, Z-Lyte FRET kinase assay; inhibition, % at 20 µM; actives 0.68% (n = 220,000);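 active = Hck-Nef kinase inhibition above about 50%, limit read from the data; inactive = inhibition below that limit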;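 also: 0% = DMSO with Hck plus Nef and 100% = Hck alone without Nef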
Target sequence (P08631 whole entry, looked up): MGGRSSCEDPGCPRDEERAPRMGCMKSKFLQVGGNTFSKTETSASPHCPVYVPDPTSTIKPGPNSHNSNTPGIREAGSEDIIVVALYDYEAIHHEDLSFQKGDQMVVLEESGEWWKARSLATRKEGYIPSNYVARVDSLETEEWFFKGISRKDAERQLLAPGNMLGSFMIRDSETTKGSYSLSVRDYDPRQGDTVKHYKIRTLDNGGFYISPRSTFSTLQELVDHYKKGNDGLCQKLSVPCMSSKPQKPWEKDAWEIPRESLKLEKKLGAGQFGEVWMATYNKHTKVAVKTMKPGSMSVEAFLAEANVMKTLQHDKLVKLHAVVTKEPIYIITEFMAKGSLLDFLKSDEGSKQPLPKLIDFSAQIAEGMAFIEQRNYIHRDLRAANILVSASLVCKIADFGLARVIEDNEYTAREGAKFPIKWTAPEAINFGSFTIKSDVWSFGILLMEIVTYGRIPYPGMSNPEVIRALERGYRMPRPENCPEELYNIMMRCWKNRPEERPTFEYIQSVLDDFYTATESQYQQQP
Numbers without * were called inactive; . = not tested or not shown; [ ] = another dose, or the depositor's remark.

SMILES	m-calpain inh	EP2 antag	EP2 modulator	L929 necroptosis	14-3-3 Bad inh	Rad51 HR inh	Tb hexokinase	eIF4E-4G inh	Hck-Nef inh
CN1CCN(C(=O)COc2ccc(N(C)S(=O)(=O)c3ccc(F)cc3)cc2)CC1	-2.8	5.4	-1.6	1.6	-4.0	2.0	-3.6	-1.2	-0.3
CC(=O)Nc1ccc(OC(=O)N(C)c2ccccc2)cc1	-6.9	10.9	-6.9	1.7	8.7	0.6	-2.0	4.0[fluorescence artefact?]	1.1
CCCCn1c(O)c(C(C)=NCCN2CCCCC2)c(=O)[nH]c1=O	-18.7	-0.6	3.6	-0.2	-11.1	-8.5	-4.0	-2.0[fluorescence artefact?]	-0.5
O=C1NC(=O)C(=Cc2ccc(-c3ccccc3[N+](=O)[O-])o2)C(=O)N1	3.5	15.6	-37.8	-0.1	9.6	-34.0	-30.4	-6.3	75.5*
O=C(CSC1c2ccccc2-c2ccccc21)N/N=C/c1ccc(C(=O)O)cc1	-41.1	6.9	-61.9	5.1	-0.9	24.9	-3.9	6.0	19.5
CC(=O)c1cc(C(C)=O)c(C)[n+](C)c1C	8.0	8.4	5.0	1.2	-4.2	15.8	-2.5	-5.6	-3.0
CP(=O)(Nc1ccccc1)C(Cl)(Cl)Cl (stereo not drawn)	18.9	3.5	3.4	-0.6	2.9	-74.9	8.0	1.3	13.4
O=c1[nH]c(=O)n(CCC2=CCCCC2)c(O)c1/C=N/N1CCOCC1	12.0	7.0	4.4	1.8	1.0	20.8	-6.2	-0.7	12.7
Clc1ccc2nc3c(c(-c4ccccc4)c2c1)CNCC3	-11.6	7.2	-2.3	.	7.6	.	-0.9	0.3	2.2
CCOc1ccc(N2C(=O)/C(=C\c3cccs3)C(=O)NC2=S)cc1	-16.9	7.3	-72.5	0.1	40.1	-10.1	6.3	10.6	33.3
N#Cc1cc2c(nc1SCC(=O)Nc1ccc(Cl)cc1)C1CCN2CC1	11.2	10.0	-19.5	-0.1	-11.2	2.0	-1.2	2.3	0.7
NS(=O)(=O)c1ccc(N2CCNCC2)cc1	13.9	1.2	33.0	1.0	-12.5	7.0	-0.5	0.8	20.8
Cc1ccc(/C=C2\C(=O)NC(=O)N(CCc3ccc(F)cc3)C2=O)o1	7.0	28.9	5.6	0.3	-3.4	8.7	-1.2	3.6	10.2
Cc1ccsc1C(=O)C1CCCN(CCO)C1 (stereo not drawn)	-1.3	5.1	17.8	-0.1	-3.2	.	-3.4	1.8	10.6
O=C1NC(=O)C(=Cc2ccc(N3CCN(C(=O)c4ccccc4)CC3)c([N+](=O)[O-])c2)C(=O)N1	-7.8	2.1	27.3	-1.1	-11.0	17.6	-14.8	1.7	9.7
Cc1sc2ncn(CC(=O)N3CCC4(CC3)OCCO4)c(=O)c2c1C	20.7	4.9	-1.3	0.6	0.2	0.8	-1.6	-15.7	-4.4
C=CCn1c(O)c(/C=C2\C=Nc3ccccc32)c(=O)[nH]c1=O	12.1	16.2	-22.7	1.0	-6.3	-159.3	-2.1	0.4	14.6
COc1cccc(OCC(=O)N2CCN(C)CC2)c1	27.8	5.4	-2.2	2.0	-1.0	-1.7	-7.7	7.4	-0.5
Nc1ncc(P(=S)(N2CCOCC2)N2CCOCC2)s1	3.8	9.6	-0.1	-0.3	0.1	27.1	7.8	3.9	-1.5
Cc1ccc(Cn2cc(C=O)c(-c3ccc(C)cc3)n2)cc1	-3.4	6.0	17.7	1.2	12.0	1.6	-4.0	12.7	8.3
CNC(=O)Oc1cccc(-c2cn3cc(Cl)ccc3n2)c1	-27.4	8.8	-32.5	-0.2	7.7	.	-8.9	3.5	7.3
C=CCN1C(=O)NC(=O)/C(=C/c2ccc(OC)c(COc3ccc(NC(C)=O)cc3)c2)C1=O	-4.1	5.8	-5.8	1.3	-2.4	10.6	-2.3	1.1	7.8
Cc1ccc(O)c(C(=O)c2cc(C(=O)NCc3ccccc3)c(=O)n(Cc3ccccc3)c2)c1	10.0	2.5	10.7	0.0	13.4	-3.8	2.0	0.1	0.4
O=C(O)CCn1cc(C=C2C(=O)NC(=S)NC2=O)c(-c2cccc(Cl)c2)n1	-42.5	7.3	29.6	33.9	29.9	-6.0	-2.3	9.4	43.5
C=CCC1(Nc2ccccc2)CC(C)N(C)CC1C (stereo not drawn)	-306.5	12.9	-24.1	-0.5	-9.7	.	-6.5	-1.9	13.8
O=C(c1cc(F)ccc1F)C1CCCN(Cc2cccc(Cl)c2)C1 (stereo not drawn)	3.1	6.1	2.4	-0.2	-13.4	-7.6	1.8	-0.7	1.3
CCC(=O)c1ccc(OC)c(OC)c1	2.2	9.6	-7.6	5.6	-3.8	-1.4	-1.9	-1.3	16.7
COc1cc2c(cc1OC)C(C(=O)N(C)C1CCCCC1)C1CCCCN1C2=O (stereo not drawn)	-11.5	5.0	11.3	0.1	-16.8[fluorescence artefact?]	2.6	31.7	-1.8	1.0
COc1ccc2c(c1)c(C(=O)O)c(C)n2CC(C)C	-19.4	12.0	40.7	-0.1	-8.4	10.4	6.8	6.6	-0.6
COc1nc2ccccc2c(=O)n1-c1ccc(C)cc1	13.4	1.5	37.5	0.7	2.7	7.7	-2.0	-9.4	1.6

Molecules from the list above with a furan ring, fused or not (two):
SMILES	m-calpain inh	EP2 antag	EP2 modulator	L929 necroptosis	14-3-3 Bad inh	Rad51 HR inh	Tb hexokinase	eIF4E-4G inh	Hck-Nef inh
O=C1NC(=O)C(=Cc2ccc(-c3ccccc3[N+](=O)[O-])o2)C(=O)N1	3.5	15.6	-37.8	-0.1	9.6	-34.0	-30.4	-6.3	75.5*
Cc1ccc(/C=C2\C(=O)NC(=O)N(CCc3ccc(F)cc3)C2=O)o1	7.0	28.9	5.6	0.3	-3.4	8.7	-1.2	3.6	10.2

More entries
SMILES	m-calpain inh	EP2 antag	EP2 modulator	L929 necroptosis	14-3-3 Bad inh	Rad51 HR inh	Tb hexokinase	eIF4E-4G inh	Hck-Nef inh
COc1ccc(-c2nn(CCC#N)cc2C(=O)NCc2ccccc2)cc1	-11.5	1.5	8.3	-1.1	-1.0	.	-6.2	-6.8	31.0
O=C(O)COc1ccccc1/C=C1\C(=O)NC(=O)N(CCC2=CCCCC2)C1=O	5.1	2.2	-12.1	0.5	5.3	-32.9	-20.9	2.6	11.2
O=C(NCC(c1cccnc1)N1CCN(c2ccccc2F)CC1)Oc1ccccc1 (stereo not drawn)	31.7	8.4	-5.6	-0.2	-5.4	-6.8	-6.1	7.7	-1.0
O=C1NCCN2CCCC12 (stereo not drawn)	-3.0	13.4	1.1	0.2	-5.2	0.9	2.7	-1.1	0.4
CCOc1ccc(N2C(=O)NC(=O)/C(=C\c3ccccc3[N+](=O)[O-])C2=O)cc1	-2.2	7.2	-28.1	-0.1	6.6	12.2	0.5	5.4	26.0
O=c1c2ccccc2nc(-c2ccccc2)n1-c1ccc(O)cc1	-16.1	5.3	-39.8	0.3	-8.3	-73.2	0.6	-1.0	5.1
O=C(Nc1cccnc1)c1c(O)c2c(n(Cc3ccccc3)c1=O)CCCC2	-69.0	2.0	34.0	1.1	7.7	-7.7	-8.3	61.2*	0.5
Cc1ncc(CN2CCCC(C(=O)c3cccc(OC(C)C)c3)C2)s1 (stereo not drawn)	-1.5	2.5	0.4	0.4	-9.1	15.9	-3.9	2.7	18.2
Cc1nn(Cc2ccccc2Cl)c(Cl)c1C(=O)OCC(=O)NC(=O)NC1CCCCC1	12.3	9.6	54.6	1.2	-16.4	1.1	39.1	-0.2	2.6
Cc1cccnc1-n1c(CN2C(=O)c3ccccc3C2=O)nc2ccccc2c1=O	-9.5	17.9	18.5	-1.2	2.4	-4.7	3.7	-0.2	-6.7
CC(C)=CCc1c(O)cc2c(c1O)C(=O)CC(c1ccc(O)cc1)O2 (stereo not drawn)	34.6	19.2	35.1	-0.2	3.2	10.1	-42.8	-15.3	26.6
O=C(c1cc(C(=O)NCc2ccccc2)c(=O)n(Cc2ccccc2)c1)c1cc(Br)ccc1O	-51.5	2.9	-31.8	1.0	12.3	-28.3	-4.0	-2.7[fluorescence artefact?]	0.4
CCCC(C)n1[nH]c(=O)c2c1NC(=O)CSC2c1ccc(OC)c(OC)c1 (stereo not drawn)	13.9	7.7	26.8	-0.5	-8.0	-4.5	4.6	-4.1	-4.2
CC1=CC(=O)C2=C(C)CC(O)C3C(C)C(=O)OC3C12 (stereo not drawn)	-17.1	19.1	14.8	-0.1	12.4	-0.8	-2.4	0.2	-0.9
O=C(COc1ccc(Cl)cc1)N(c1ccccc1Cl)C1CN2CCC1CC2 (stereo not drawn)	6.5	5.5	-32.2	1.3	-7.1	.	13.2	-1.9	-13.1
NC(Cc1ccccc1)c1nc(-c2ccccc2)no1 (stereo not drawn)	-3.7	3.3	-14.3	-0.4	-8.5	2.6	6.1	-12.0	24.3
CSc1nc(N)c(N=Nc2ccc([As](=O)(O)O)cc2)c(=O)[nH]1	17.7	12.6	8.2	0.8	1.1	9.7	-41.9	0.6	-4.4
CN(C)C(=O)Oc1ccc(OC(=O)N(C)C)cc1	-3.4	12.1	-2.2	0.1	11.9	-41.0	3.5	-0.7	-1.7
O=C1C2CCCN2C(c2cccnc2)N1c1cccc(Cl)c1 (stereo not drawn)	-28.3	10.6	31.4	0.3	10.1	2.7	-4.4	5.1	0.8
NC(=S)N/N=C/c1coc2ccccc2c1=O	10.9	12.0	-19.8	-0.1	-4.0	5.5	-15.8	-3.8	52.9*
O=c1c2ccccc2nc(/C=C\c2ccccc2[N+](=O)[O-])n1-c1ccccc1O	1.8	14.1	-23.1	19.5	-8.2	-0.8	-35.9	3.6	14.4
CC1CN(c2ccc([N+](=O)[O-])cc2Cl)CCN1 (stereo not drawn)	19.6	2.7	-21.6	2.1	-19.5	22.8	-11.4	0.8	26.0
CC[N+]12CCC(CC1)C(=C(c1ccccc1)c1ccccc1)C2	-10.6	7.5	11.1	0.6	13.8[fluorescence artefact?]	9.0	11.9	7.8[fluorescence artefact?]	5.1
COc1cccc(OC)c1C1=NCC(=O)Nc2c1oc1ccc(Br)cc21	7.5	10.8	5.3	-2.0	8.8[fluorescence artefact?]	-1.1	-17.3	-0.8[fluorescence artefact?]	-2.1
Cc1ccc(S(=O)(=O)CC(=O)c2cc(C)c(OC(=O)N(C)C)c(C)c2)cc1	-7.3	1.0	10.2	0.6	-2.0	-4.0	-9.0	1.5	22.2
CC(C)Cc1nc(N2CCNCC2)c(C#N)c2c1CCC2	-0.1	5.2	17.5	-0.6	2.0	-13.6	-5.6	5.6	47.8
CCCCn1c(O)c(C(CC)=Nc2ccc(OCC)cc2)c(=O)[nH]c1=O	45.6	12.0	18.8	-0.4	-9.4	-3.4	7.7	-5.3	0.4
COC(=O)C1CN(C#N)N(c2ccc(Cl)cc2)C12c1ccccc1-c1ccccc12 (stereo not drawn)	-47.4	9.0	49.7	0.7	-0.5[fluorescence artefact?]	-6.7	1.0	1.0	-11.7
CC1CCC/C=C/C2CC(O)CC2C(O)/C=C/C(=O)O1 (stereo not drawn)	-13.1	.	17.3	0.4	0.4[fluorescence artefact?]	.	-7.8	8.6[fluorescence artefact?]	-0.3
COc1ccc(C)cc1NC1=NC(C)(C)CS1	-34.2	9.3	19.1	0.5	-16.7	10.4	-0.3	-4.2	0.2

These rows are one share of the data; the hit share may differ from the screen's.
